FUS suppressor – qHTS for Suppressors of FUS Proteinopathy: Primary screen using FUS-linked yeast assay | S. cerevisiae FUS-expressing, growth rescue, OD600, 24 h | Potency, µM (series often up to 76.6 µM), without a hit: top-dose growth rescue (activation), usual class: activators | 390,000 tested, 0.24% active;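 note: potency is the fitted concentration of half-maximal effect; plate controls were DMSO vehicle for no effect and reference control for full effect; nearly all actives have a fitted effect of over 55% in size; some results filed as inactive show a strong effect at the top dose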
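Cultures pregrown in 2.5% raffinose medium are shifted to minimal medium containing 2% galactose to express toxic FUS. Compounds are tested at several concentrations. After 24hr at 30C, growth is quantified at 600 nm absorbance.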
PI5P4Ka inh – qHTS for Inhibitors of phosphatidylinositol 5-phosphate 4-kinase (PI5P4K); AID 652105, 2013; 330,000 tested, 1.2% active; PI5P4Kalpha enzyme, ADP-Glo luminescence, 60 min; stronger effect = lower value; max response, %; active = max response of -50% or lower; inconclusive = between -30% and -50%; inactive = -30% or higher; note: value at the top dose of about 77 µM; % is set by controls: 0 for no effect and ±100 for the full control effect
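Enzyme plus substrate dispensed, test compounds pinned in, then ATP (5 microM final) added. After 60 min at RT, ADP-Glo reagent 1 for 45 min and reagent 2 for 30 min preceded luminescence imaging.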
PLK1 PBD inh – qHTS for Inhibitors of PLK1-PDB (polo-like kinase 1 - polo-box domain): Primary Screen | Serine/threonine-protein kinase PLK1 (Homo sapiens), P53350 | Plk1 PBD binding of FITC phosphopeptide, fluorescence polarization | Potency, µM, without a hit: max response, negative = inhibition, most hits filed as inhibitors | 360,000 tested, 2.8% active | AID 720504, 2013; note: potency is the fitted concentration of half-maximal effect; series mostly up to about 57 µM; % is set by controls: 0 for no effect and ±100 for the full control effect; nearly all actives have a fitted effect of over 65% in size
EPAC1 agonist – qHTS for Agonist of cAMP-regulated guanine nucleotide exchange factor 3 (EPAC1): primary screen | EPAC1 agonist qHTS, biochemical assay; response scale: 100% = response to 6.5 mM cAMP | Potency, µM (highest dose often 154 µM), for inactives: at the highest dose activation, actives largely listed as activators | 360,000 tested, 0.073% active | AID 720707, 2013; note: potency is the fitted concentration of half-maximal effect; nearly all actives have a fitted effect of over 60% in size
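Nucleotide exchange assay: 100 nM EPAC1 with 250 nM Rap1B loaded with BODIPY-GDP and 50 uM GDP, room temperature. Fluorescence (480/540 nm) read every 5 min for 30 min; signal change normalized to 6.5 mM cAMP as full agonist.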
IL-2 act – qHTS of IL-2 Activators; IL-2 activation reporter assay, cell-based qHTS; stimulated with anti-CD3/CD4/CD28 beads; in transgenic mouse T cells; 360,000 tested, 0.065% active; activation, % (series mostly up to about 46 µM); in the data active = activation above about 50%; inconclusive = mostly about 30% to 49%; note: 0% is about no effect
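Screening format: compound pinned onto unstimulated transgenic mouse T cells, 60 min incubation, then anti-CD3/anti-CD4/anti-CD28 bead stimulation for 18 hours at 37 degrees C, followed by EGFP and DsRed detection.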
aSyn rescue – qHTS of alpha-syn Inhibitors; Yeast expressing alpha-synuclein, growth rescue, BacTiter-Glo, 24 h; Potency, µM (top dose mostly 46.1 µM), without a hit: top-dose growth rescue (activation), most hits filed as activators; 370,000 tested, 0.14% active; AID 652106, 2013; note: potency is the fitted concentration of half-maximal effect; % of control where 0% means no effect; nearly all actives have a fitted effect of over 65% in size
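Readout is rescue of growth in alpha-synuclein-expressing yeast, so inhibitors of toxicity appear as activators. Growth after 24 hr at 30 deg C in galactose medium is quantified by luminescence.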
WRN inhibitor – qHTS for Inhibitors of WRN Helicase. WRN helicase unwinding, fluorescent forked duplex, kinetic. Bifunctional 3'-5' exonuclease/ATP-dependent helicase WRN (Homo sapiens), Q14191. 360,000 tested, 0.46% active. Potency, µM (highest dose often 114 µM), inactives show top-dose activity change, negative = inhibition, hits mostly inhibitors; note: potency is the fitted concentration of half-maximal effect; % is set by controls: 0 for no effect and ±100 for the full control effect; nearly all actives have a fitted effect of over 55% in size
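Enzyme (20 nM final) and test compound sit together 15 min at room temperature before substrate addition. Substrate is a single-forked duplex oligonucleotide (100 nM) labelled with fluorophore and quencher, with 2 mM ATP; helicase unwinding raises red fluorescence, read kinetically.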
Abeta rescue – qHTS for compounds that reverse cellular toxicity of Amyloid beta (A-beta) peptide in yeast: Primary Screen | yeast expressing A-beta42, growth rescue, OD600, 48 h; response scale: 0% DMSO, 100% iron-clioquinol control | Potency, µM (titrated, usually from 46.1 µM), for inactives: at the top dose growth rescue, usual class: activators | 410,000 tested, 0.063% active | AID 1347071, 2019; note: potency is the fitted concentration of half-maximal effect; nearly all actives have a fitted effect of over 55% in size
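Yeast growth medium received pinned compounds, then yeast cells expressing toxic A-beta were added; plates incubated at 30 C for 48 hr. Growth read as absorbance at 600 nm, normalized to DMSO and equimolar FeCl3 plus clioquinol controls.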
EPAC1 antagonist – qHTS for Antagonist of cAMP-regulated guanine nucleotide exchange factor 3 (EPAC1): primary screen | EPAC1 GEF assay, Rap1b-BODIPY-GDP exchange fluorescence | Potency, µM (titrated, usually from 115 µM), without a hit: at the highest dose activity change, negative = inhibition, usual class: inhibitors | 360,000 tested, 0.14% active | AID 720709, 2013;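 note: potency is the fitted concentration of half-maximal effect; plate controls were vehicle for no effect and positive control for full effect; nearly all actives have a fitted effect of over 50% in size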
An asterisk follows results filed as active; u = inconclusive; x = not tested or not shown; [ ] = remark or other dose. Unless noted, calls come from the whole dose curve; as a rule, active = well fitted curve in the direction sought with a large enough effect; inconclusive = small, poorly fitted or top-dose-only effect, or another doubt; inactive = no such curve, though single readings can be large; an effect the other way counts as inactive or inconclusive.

SMILES	FUS suppressor	PI5P4Ka inh	PLK1 PBD inh	EPAC1 agonist	IL-2 act	aSyn rescue	WRN inhibitor	Abeta rescue	EPAC1 antagonist
CCNc1nc(NCC)nc(SCCOC(=O)COc2ccc(Cl)cc2Cl)n1	18%	x	-7%	23%	-2.8	-41%[inhibitor]	-22%	-14%	-9%
O=C(NCCOc1ccccc1)C1CCC(=O)N(CCc2ccc(Cl)cc2)C1 (stereo not given)	23%	-3	1%	7%	0.7	5%	7%	-12%	-3%
CCN(CC)c1ccc(/C=N/NC(=O)c2cnccn2)c(O)c1	-11%	-2	8%	-1%	2.6	16%	-12%	26%	-12%
Cc1ccc(OCC(=O)Nc2cccc(O)c2)cc1C	18%	-5	-6%	8%	0.7	-12%	7%	11%	-8%
Cn1cc(SCC(=O)N2CCCc3ccccc32)c2ccccc21	23%	6	-4%	6%	-3.8	8%	1%	1%	-15%
O=C(O)c1ccc(C[n+]2c(-c3ccccc3)csc2Nc2ccccc2)cc1	x	1	u	-8%	0.2	5%	-2%	1%	4%
Cc1ccccc1C(=O)Nc1nnc(SCC(=O)NCc2ccco2)s1	16%	-9	-12%	-7%	-4.5	0%	-14%	10%	1%
Cc1ccc(C(=O)Oc2coc(CSc3nnc(NC(=O)C4CC4)s3)cc2=O)cc1C	11%	-26	-3%	3%	0.0	-3%	-19%	-4%	-9%
Cc1ccc(C(=O)OCC(=O)NCCC2=CCCCC2)s1	21%	2	-7%	-2%	0.3	2%	-4%	15%	-2%
CCC(=O)Nc1ccc(-c2nc3ccccc3c(=O)o2)cc1	9%	1	-5%	1%	0.7	-4%	-33%	2%	-3%
O=C(Cc1ccccc1[N+](=O)[O-])NCCCc1ccccc1	-12%	-17	u	-4%	3.5	1%	3%	6%	-8%
Cc1noc(C)c1COc1ccc(C(=O)Nc2nnc(CC(C)C)s2)cc1	5%	-1	-1%	-21%	1.3	0%[1.84 µM]	2%	7%	-2%
COc1ccc2cc(-c3csc(-c4cccnc4)n3)ccc2c1	-19%	4	1%	7%	1.3	2%	-35%	21%	-4%
CCOc1ccc(-n2c(SCC(=O)N3CCc4ccccc43)nnc2-c2c[nH]c3ccccc23)cc1	-16%	6	-9%	-7%	-1.0	0%	-24%[11.6 µM]	2%	-2%
Cc1nc(NCCc2ccc(F)cc2)c(C#N)c(C)c1[N+](=O)[O-]	-14%	-2	-4%	1%	-2.1	-8%	-5%	-25%	-13%
COc1ccc(Oc2cccc(Cl)c2CNC(=O)CC(C)(C)CC(=O)O)cc1	23%	8	-6%	2%	-0.5	8%	-26%	10%	u
COc1ccc(NC(=O)C2CCCN(C(=O)Nc3cccc(OC)c3)C2)cc1 (stereo not given)	-14%	1	-3%	-10%	-0.2	2%	-3%	6%	-14%
COc1ccc(NC(=O)C(=O)Nc2cccc3cccnc23)cc1OC	-18%	-1	-10%	10%	-2.1	0%	8%	-8%	-7%
O=C(CC1NC(=S)NC1=O)c1ccc(Cl)cc1 (stereo not given)	-25%	-2	2%	1%	2.1	-5%	2%	0%	17%
CCOc1ccccc1N(CC(=O)Nc1cc(OC)ccc1OC)S(=O)(=O)c1ccccc1	34%	2	3%	7%	-0.5	1%	-3%	u	16%
CC(=O)N1c2ccc(S(=O)(=O)NCCC(=O)N3CCC(C)CC3)cc2CC1C (stereo not given)	-7%	-3	u	14%	-2.6	0%	-2%	8%	-19%
N/C(=N\OC(=O)c1cccc(Br)c1)c1ccc([N+](=O)[O-])cc1	-23%	-9	-11%	9%	1.9	-7%	-5%	2%	-5%
COc1cc(/C=N/NC(=O)c2cc3ccccc3[nH]2)ccc1O	4%	-2	2%	6%	-0.6	-11%	-14%	-9%	-5%
Cc1ccsc1C(=O)N(C)C1CCS(=O)(=O)C1 (stereo not given)	-25%	-3	5%	10%	0.6	6%	2%	17%	7%
CC(=O)c1ccc(Oc2ccc(C(=O)c3ccc(C)c(C)c3)cc2[N+](=O)[O-])cc1	-24%	0	1%	5%	1.5	1%	0%	5%	5%
CCOc1ccc2nc(COC(=O)c3ccncc3)c(C(=O)c3ccccc3)[n+]([O-])c2c1	-2%	-2	-16%	3%	0.2	0%	-6%	8%	-4%
COc1ccc(-c2cn(-c3cccc(C)c3)c(=O)[nH]2)cc1OC	-4%	-5	-23%	-4%	-3.3	-7%	-2%	2%	-10%
CC(=O)c1cccc(NC(=O)Cn2cc3c(n2)CCCC3)c1	12%	2	-4%	0%	-3.1	-1%	1%	7%	-7%
COc1cc(OC)nc(Nc2nc(CN)cs2)n1	-11%	-3	-11%	-21%	0.2	0%	6%	-15%	4%
COCCN(C)C(=O)CC1C(=O)NCCN1CC(c1ccccc1)c1ccccc1 (stereo not given)	-8%	7	-3%	5%	-0.3	13%	-2%	9%	-24%
N#Cc1c(-c2ccc(Cl)cc2)c(C#N)c(=O)n(N)c1N	20%	-15	-6%	6%	0.3	-11%	1%	-10%	12%
CC(Oc1ccccc1F)C(=O)NNC(=O)c1ccc(-n2cncn2)c([N+](=O)[O-])c1 (stereo not given)	5%	7	0%	0%	3.0	6%	-11%	-1%	-4%
CC(NC(=O)CCNC(=O)N1CCn2c1nc1ccccc12)c1ccccc1 (stereo not given)	4%	0	-24%	15%	-2.6	1%	-6%	-3%	-13%
O=C(Nc1ccn(Cc2ccccc2)n1)c1ccc(F)cc1	-12%	1	-2%	6%	0.8	-2%	1%	1%	15%
COc1ccc(-c2csc3nc(-c4ccccc4OC)oc(=O)c23)cc1	11%	1	-15%	-2%	-2.5	-11%	-12%	-23%	-8%
Cc1nc2ccc(Cl)cn2c1C(=O)NN	25%	-2	1%	4%	-0.6	-1%	7%	4%	13%
O=C(c1cc2ccccc2cc1O)N1CCCC(C(F)(F)F)C1 (stereo not given)	18%	7	-18%	-2%	-5.8	18%	-10%	14%	-7%
Cc1ccc(NC(=O)N2CCCC(C(=O)O)C2)cc1 (stereo not given)	-21%	0	5%	4%	0.2	3%	-3%	17%	9%
NNC(=O)c1oc2nc(-c3ccccc3)cc(-c3ccco3)c2c1N	47%	-15	-4%	-7%	18	-1%	-20%	-20%	3%
COc1cccc(S(=O)(=O)N(C)C[C@@H]2Oc3cc(Br)ccc3S(=O)(=O)N([C@@H](C)CO)C[C@@H]2C)c1	u	-3	2%	-1%	-4.0	2%	-3%	2%	-6%
Cc1ccc(N(CC(=O)NCC2CCCO2)C(=O)Cn2nnc(-c3cccs3)n2)cc1 (stereo not given)	28%	2	-9%	2%	-3.1	2%	7%	-5%	18%
O=c1[nH]nc(C(F)(F)F)c2nnn(Cc3ccccc3Cl)c12	-11%	-18	-5%	8%	-1.2	-9%	9%	9%	11%
O=c1c2c3c(sc2nc(NCCO)n1CCc1ccccc1)CCCCC3	u	12	u	10%	-0.2	-12%	-13%	-17%	-12%
CCOC(=O)c1c(C)[nH]c(C(=O)N2CCN(c3ccc(OC)cc3)CC2)c1C	22%	4	-8%	3%	0.5	0%	5%	11%	7%
O=C(NCCS(=O)(=O)NCc1ccc2c(c1)OCO2)c1ccccc1	x	-4	0%	8%	0.4	10%	-9%	4%	-1%
CC(=O)NC(c1ccccc1)c1c(O)ccc2ccccc12 (stereo not given)	22%	-5	-2%	4%	-0.1	0%	0%	3%	-4%
O=C(C1CCCN1S(=O)(=O)c1cccc2nsnc12)N1CCN(c2ccccc2)CC1 (stereo not given)	19%	-1	2%	-5%	4.2	1%	3%[57.1 µM]	27%	7%
CCn1ncc(/C=N\NC(=O)c2csc3ccccc23)c1C	19%	1	-3%	1%	-1.4	-3%	-11%	1%	9%
Cc1ccc(-n2c(C)nnc2SCC(=O)NNC(=O)c2ccco2)cc1	8%	3	-11%	12%	0.5	-7%	-5%	-16%	1%
CC1(C)CC(=O)C(N=Nc2cc3c(cc2[N+](=O)[O-])OCCO3)=C(O)C1	-20%	0	0%	-12%	5.1	2%	8%	-13%	-9%
COc1ccc(NC(=O)Nc2nnc(-c3ccncc3)s2)cc1	11%	0	-6%	-4%	-0.6	-3%	-29%	6%	-1%
O=C1Nc2ccccc2OC1CC(=O)N1CCN(c2cccc(C(F)(F)F)c2)CC1 (stereo not given)	u	x	-22%	7%	-2.4	10%	-18%	-12%	-4%
O=C(C#Cc1ccccc1)Nc1ccc(F)cc1	-4%	1	-15%	-1%	-4.1	-18%	0%	1%	-4%

One compound at a time (already shown). Screens in order: FUS suppressor | PI5P4Ka inh | PLK1 PBD inh | EPAC1 agonist | IL-2 act | aSyn rescue | WRN inhibitor | Abeta rescue | EPAC1 antagonist
Results for COc1ccc(NC(=O)Nc2nnc(-c3ccncc3)s2)cc1 = 11% | 0 | -6% | -4% | -0.6 | -3% | -29% | 6% | -1%
Results for O=c1c2c3c(sc2nc(NCCO)n1CCc1ccccc1)CCCCC3 = u | 12 | u | 10% | -0.2 | -12% | -13% | -17% | -12%
Results for NNC(=O)c1oc2nc(-c3ccccc3)cc(-c3ccco3)c2c1N = 47% | -15 | -4% | -7% | 18 | -1% | -20% | -20% | 3%
Results for Cc1ccc(C(=O)Oc2coc(CSc3nnc(NC(=O)C4CC4)s3)cc2=O)cc1C = 11% | -26 | -3% | 3% | 0.0 | -3% | -19% | -4% | -9%
Results for O=C(C#Cc1ccccc1)Nc1ccc(F)cc1 = -4% | 1 | -15% | -1% | -4.1 | -18% | 0% | 1% | -4%
